Bioassay records as filed in PubChem BioAssay.
OXTR agonist: human OXTR agonists, primary screen, fluorescence, CHO-OTR cells, Fluo-8 calcium; Oxytocin receptor (Homo sapiens), P30559; hit rate 0.32% among 320,000; Fluo-8 calcium fluorescence; normalized: DMSO 0%, oxytocin 100%; activation, % at 3 µM;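 active = activation above the mean of all tested compounds plus 3 SD, cutoff set per screening run, cut at about 20% in these data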;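 also: peak over basal fluorescence ratio from a 100 s FLIPR kinetic read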
MEKK2 mut-MEK5: MEK5 binding signal on mutant MEKK2 PB1, primary screen, biochemical, multiplex bead flow cytometry, Alexa488-MEK5. Alexa488-MEK5 binding to MEKK2 mutant. percent response, % at 10 µM. hit rate 0.35% among 290,000; in the data active = percent response above about 24%, passing the limit was not always enough; also: inactives centre near 1; some results filed as inactive read as strong as hits; reference of the scale not given here
NALP1 yeast inh: NALP1 inflammasome inhibitors in reconstituted yeast, colorimetric, S. cerevisiae, triplicate retest; S. cerevisiae NALP1/ASC/caspase-1 growth, X-gal OD620, 72 h; inhibition, % at 10 µM; hit rate 0.61% among 280,000; AID 2071, 2009; in the data active = inhibition mostly above about 24%, no sharp cut-off; inactive = mostly below about 32%; also: some compounds called inactive have numbers as strong as hits
GalR3 antagonist: GalR3 antagonists in HEK293 cells, primary screen, cell-based, fluorescence readout. Galanin receptor type 3 (Homo sapiens), O60755. hit rate 0.44% among 360,000. inhibition, % at 3 µM. HEK293 GalR3-CNG cAMP membrane potential fluorescence; galR3 body fused to GalR1 C-terminus;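 active = inhibition above the screen-wide average plus 3 SD, cut at about 13% in these data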;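 also: forskolin and galanin both at EC90 stimulate the cells; cAMP rise reported by CNG channel membrane potential dye signal; 0% = forskolin plus galanin with DMSO and 100% = forskolin alone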
Target sequence (O60755 1-299 limits assumed): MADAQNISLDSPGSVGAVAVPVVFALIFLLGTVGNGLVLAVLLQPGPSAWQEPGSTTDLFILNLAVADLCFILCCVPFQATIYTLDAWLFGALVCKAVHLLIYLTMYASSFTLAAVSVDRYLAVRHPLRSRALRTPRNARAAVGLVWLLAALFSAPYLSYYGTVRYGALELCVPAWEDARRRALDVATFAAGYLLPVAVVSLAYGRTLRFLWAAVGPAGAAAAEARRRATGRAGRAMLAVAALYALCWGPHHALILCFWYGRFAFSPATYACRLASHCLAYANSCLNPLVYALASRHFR
V1aR counter: agonists of human V1a receptor, primary screen, counter-screen for OXTR agonist project, fluorescence, CHO-V1R cells. AID 2797, 2010. activation, % at 3 µM. hit rate 0.25% among 320,000. Vasopressin V1a receptor (Homo sapiens), P37288. Fluo-8 calcium fluorescence, agonist mode; 0% DMSO, 100% 3 nM vasopressin;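 active = activation above the mean activation of all tested compounds plus 3 SD, per screening run, cut at about 20% in these data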;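 also: signal is peak over basal fluorescence ratio across a 100 second FLIPR read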
Target sequence (P37288 whole entry, looked up): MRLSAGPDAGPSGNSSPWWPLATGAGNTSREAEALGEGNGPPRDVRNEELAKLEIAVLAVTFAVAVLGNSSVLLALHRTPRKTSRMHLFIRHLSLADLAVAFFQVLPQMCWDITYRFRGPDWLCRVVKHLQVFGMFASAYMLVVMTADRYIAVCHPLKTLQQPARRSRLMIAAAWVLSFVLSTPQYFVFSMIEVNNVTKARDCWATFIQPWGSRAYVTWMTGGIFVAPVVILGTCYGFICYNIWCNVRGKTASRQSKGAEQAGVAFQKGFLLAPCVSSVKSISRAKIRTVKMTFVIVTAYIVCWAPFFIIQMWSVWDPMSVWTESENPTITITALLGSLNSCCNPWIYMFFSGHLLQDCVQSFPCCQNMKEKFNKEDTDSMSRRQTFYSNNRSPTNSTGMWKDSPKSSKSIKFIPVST
MEKK2wt PB1 HTS: modulators of MEK5 binding to wildtype MEKK2, primary screen, biochemical, multiplex bead flow cytometry, Alexa488-MEK5; Mitogen-activated protein kinase kinase kinase 2 (Homo sapiens), Q9Y2U5; Alexa488-MEK5 binding to MEKK2 WT; actives lie on both sides; binding response (% of control), % at 10 µM; hit rate 1.1% among 290,000; in the data active = binding response below about 67% or above about 130%
GPR7 antagonist: GPR7 receptor antagonists, primary screen, cell-based, fluorescence, single concentration; inhibition, % at 4.4 µM; hit rate 1.1% among 290,000; GPR7-expressing cells, fluorescence antagonist assay; Neuropeptides B/W receptor type 1 (Homo sapiens), P48145; AID 1861, 2009; in the data active = inhibition above about 16%, passing the limit was not always enough;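 also: cells stimulated with the agonist NPW; 0% = agonist with vehicle and 100% = vehicle without agonist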
Target sequence (P48145 whole entry, looked up): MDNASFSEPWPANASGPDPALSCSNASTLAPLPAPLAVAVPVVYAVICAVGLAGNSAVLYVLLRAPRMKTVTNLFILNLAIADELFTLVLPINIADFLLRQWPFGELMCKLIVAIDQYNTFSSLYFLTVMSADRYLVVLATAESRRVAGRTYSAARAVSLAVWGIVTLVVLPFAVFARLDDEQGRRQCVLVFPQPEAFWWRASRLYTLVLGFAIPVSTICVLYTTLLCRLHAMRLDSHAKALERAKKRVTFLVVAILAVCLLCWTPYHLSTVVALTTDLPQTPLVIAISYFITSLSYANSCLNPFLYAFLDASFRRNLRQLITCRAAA
PHOSPHO1 block: PubChem AID 1565; Phosphoethanolamine/phosphocholine phosphatase (Homo sapiens), Q8TCT1; hit rate 1.1% among 290,000; inhibition, % at 13.3 µM; recombinant PHOSPHO1, absorbance phosphatase assay; in the data active = inhibition above about 60%
MEKK3 PB1 HTS: modulators of MEKK3-MEK5 PB1 binding, primary screen, biochemical, wildtype MEKK3, multiplex bead flow cytometry, Alexa488-MEK5. bead-based flow cytometry, Alexa488-MEK5 binding to MEKK3; actives lie on both sides; 0 = blocked by unlabeled MEK5, 100 = vehicle. binding response (% of control), % at 10 µM. hit rate 1.4% among 290,000. AID 1529, 2009;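 active = binding response more than 3 SD above or below the average of its plate-row segment, actives on both sides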;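 also: Alexa488 bead fluorescence after subtracting the streptavidin-only scavenger bead signal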
Starred values were filed as active, the others as inactive; / = not tested or not shown.

SMILES	OXTR agonist	MEKK2 mut-MEK5	NALP1 yeast inh	GalR3 antagonist	V1aR counter	MEKK2wt PB1 HTS	GPR7 antagonist	PHOSPHO1 block	MEKK3 PB1 HTS
CSc1cccc(NC(=S)N2CCCN(Cc3cccc(Cl)c3)C2)c1	0.9	-11.0	-1.5	-2.2	2.4	112.0	9.2	4.4	105.0
CC1C(=O)C(C)C(c2cccs2)NC1c1cccs1 (configuration not stated)	-2.1	8.0	19.9	-2.6	-1.9	124.0	6.2	-3.3	127.0*
CCCN(CC(=O)Nc1ccc(C)cc1Br)CC(=O)Nc1ccc(F)c(F)c1F	-0.8	27.0	9.6	0.3	0.4	109.0	4.2	-0.8	106.0
O=c1c2ccccc2nc(/C=C/c2cccnc2)n1CCc1ccccc1	-2.9	3.0	/	1.2	-0.6	101.0	-7.1	27.3	101.0
Cc1cc(C)n2cc(CSC3=NCCS3)nc2n1	-0.3	4.0	5.5	6.0	-1.1	104.0	-10.6	18.5	100.0
COC(=O)C1CSC(C(=O)OC)N1C(=O)Nc1ccc(Cl)cc1 (configuration not stated)	1.0	4.0	15.0	-3.1	-1.1	103.0	-5.6	15.8	104.0
COc1ccc(CNC(=O)c2ccc(NC(=O)CC3SC(N4CCCCC4)=NC3=O)cc2)cc1 (configuration not stated)	0.9	12.0	4.0	2.0	1.5	111.0	-0.9	18.5	114.0
CCN(CC)c1ccc(C(=O)OCC(=O)NCC2CCCO2)cc1 (configuration not stated)	1.1	-3.0	-12.2	3.7	1.2	101.0	-4.4	28.0	99.0
COc1ccc(CN(C)C(=O)c2cc(-c3ccc(OC)c(OC)c3)nc3ccccc23)c(OC)c1	/	-3.0	1.7	2.7	/	96.0	-22.9	9.6	97.0
O=C(Nc1ccc2c(c1)OCCO2)C1c2ccccc2C(=O)N2CCc3ccccc3C12 (configuration not stated)	2.0	-1.0	-7.4	4.2	1.7	102.0	-1.1	-13.9	105.0
COC(=O)c1ccc(N2C(=O)c3cc(N4CCOCC4)c([N+](=O)[O-])cc3C2=O)cc1	1.1	11.0	15.3	-3.2	-0.1	105.0	-6.3	1.1	101.0
CCOC(=O)CSc1nc2c(sc(=S)n2-c2ccccc2)c(=O)[nH]1	-1.7	-1.0	15.6	-4.7	-1.0	95.0	-17.0	-0.2	98.0
CCCOc1ccc(N/C=C/C(=O)c2cc(OC)c(OC)c(OC)c2)cc1	-1.4	6.0	14.8	-7.8	-0.1	109.0	-9.5	13.9	107.0
COc1ccc(CCNC(=O)CC(c2ccccc2)c2cccc(C)c2O)cc1OC (configuration not stated)	1.3	2.0	17.8	-0.8	3.6	101.0	-11.8	-10.2	91.0
Clc1cccc(N2CCN(CCNc3nc4ccccc4n4cnnc34)CC2)c1	0.9	5.0	/	/	1.7	114.0	-1.7	13.1	109.0
COc1ccc(CC(=O)NNC(=S)Nc2ccccc2)cc1Br	2.7	5.0	-5.3	-1.3	2.9	103.0	9.1	93.0*	102.0
Cc1cccc(OCCC(=O)Nc2ccc(F)c(F)c2)c1	0.0	2.0	19.0	2.4	1.3	103.0	-13.2	-1.3	104.0
CCOc1ccccc1NC(=O)C1CCN(S(=O)(=O)c2cccc3cccnc23)CC1	-1.5	/	-21.0	-1.8	0.5	/	/	10.8	/
COc1ccc(CCC(=O)NC2CCCN(Cc3ccc(Cl)cc3)C2)cc1OC (configuration not stated)	-0.1	3.0	21.7	-2.6	-0.8	107.0	-1.6	/	102.0
Nc1c(-c2ccc(Cl)cc2)nnn1-c1ccccc1	-1.7	-8.0	26.9	7.7	-1.3	82.0	8.5	3.5	81.0

Arranged by value in MEKK2 mut-MEK5 (smallest number first): three from the list above.
structure	MEKK2 mut-MEK5
CSc1cccc(NC(=S)N2CCCN(Cc3cccc(Cl)c3)C2)c1	-11.0
COc1ccc(CCNC(=O)CC(c2ccccc2)c2cccc(C)c2O)cc1OC (configuration not stated)	2.0
COc1ccc(CCC(=O)NC2CCCN(Cc3ccc(Cl)cc3)C2)cc1OC (configuration not stated)	3.0

Next structures.
SMILES	OXTR agonist	MEKK2 mut-MEK5	NALP1 yeast inh	GalR3 antagonist	V1aR counter	MEKK2wt PB1 HTS	GPR7 antagonist	PHOSPHO1 block	MEKK3 PB1 HTS
OC1CCN(c2c3c(nc4cc(-c5ccc(Cl)cc5)nn24)CCC3)CC1	0.2	8.0	-71.2	-3.1	0.0	98.0	-13.7	-5.8	111.0
COc1ccc(C(=O)NNC(=O)C(Cc2ccc(O)cc2)NC(=O)c2ccccc2NC(=O)c2ccc(OC)cc2)cc1 (configuration not stated)	-0.1	-2.0	30.6	5.4	0.6	98.0	-7.5	-4.6	105.0
O=C(COc1ccc(C(=S)N2CCOCC2)cc1)N1CCCC1	1.1	3.0	8.8	-3.8	0.8	101.0	18.5	-7.0	101.0
N#CNC(=Nc1cccc(Cl)c1)Oc1ccccc1	0.0	1.0	/	-4.8	0.2	104.0	-2.3	41.2	100.0
Cn1c(N)c(C(=O)COC(=O)CC2CC3CCC2C3)c(=O)n(C)c1=O (configuration not stated)	4.7	0.0	6.3	-3.0	1.9	107.0	-7.2	40.1	108.0
CCOC(=O)C1=C(Cc2ccc(C)cc2)C(=O)c2ccccc2C1=O	5.2	3.0	-15.5	-7.4	4.0	104.0	5.6	44.1	103.0
CCn1c(C)c(C(C)=O)c(N2CCN(C(c3ccccc3)c3ccccc3)CC2)nc1=S	0.0	0.0	15.4	3.6	0.4	105.0	-9.3	46.6	103.0
CC(=O)NN1C(=O)/C(=C2/Sc3ccc(Cl)cc3N2C)SC1=S	-0.3	6.0	-10.7	-6.5	0.5	103.0	2.0	24.1	101.0
CCOC(=O)CCc1c(C)c2ccc(OCc3cc([N+](=O)[O-])ccc3OC)cc2oc1=O	-0.3	/	14.0	-3.2	0.3	/	-8.7	6.0	/
CC(=O)Nc1ccc(NC(=O)C(C)OC(=O)c2ccc3c(c2)OCCO3)cc1 (configuration not stated)	0.9	-3.0	/	-3.1	0.7	96.0	-8.2	52.9	96.0
Cn1c(SCc2ccc(Cl)cc2)nnc1-c1ccc2nonc2c1	-3.3	4.0	-3.3	-3.7	-1.6	101.0	-9.1	-17.2	101.0
O=C1Nc2cc(C(=O)N3CCN(c4ccccc4F)CC3)ccc2NC1CSCc1ccccc1F (configuration not stated)	-0.3	11.0	20.7	/	1.8	94.0	-5.4	8.9	101.0
Cc1onc(-c2c(Cl)cccc2Cl)c1C(=O)N1C(C)CCCC1C (configuration not stated)	-0.4	5.0	19.6	0.1	-0.3	100.0	-5.1	25.0	99.0
N#C/C(=C(/O)c1ccc(-c2cccc([N+](=O)[O-])c2)o1)c1nc2ccccc2s1	/	-5.0	13.9	-4.3	/	90.0	3.3	37.7	101.0
CC(=O)c1cc(F)c(N2CCCCCC2)cc1C	-2.0	1.0	-16.5	-4.5	1.6	101.0	-10.4	8.7	104.0
Cc1cc(C(=O)N2CCCC(CNS(=O)(=O)c3cccs3)C2)nn1C (configuration not stated)	-0.3	-5.0	4.1	-8.8	-0.6	94.0	-9.6	17.9	91.0
O=C(COc1ccc2c(-c3ccccc3)cc(=O)oc2c1)Nc1ccc(CN2CCOCC2)cc1	0.8	-5.0	23.6	-5.8	-0.1	102.0	-4.4	22.2	96.0
C=CCN(c1ccc(C(=O)Nc2ccc3c(c2)OCO3)cc1)S(C)(=O)=O	-0.1	6.0	-10.6	-3.4	1.0	112.0	-4.3	26.9	104.0
CC1CCCC(NC(=O)c2ccc3c(c2)N(Cc2ccccc2)C(=O)CS3=O)C1C (configuration not stated)	-1.3	3.0	21.9	-1.1	-0.2	97.0	-5.2	-10.0	96.0
COc1ccc(OC)c(-c2cc(C(=O)NCCN3CCOCC3)no2)c1	-0.4	-1.0	16.2	/	0.3	102.0	-10.5	11.0	102.0
Cc1cccc(C)c1NC(=O)CN(C)C(=O)/C=C/c1cccs1	0.0	-1.0	28.2	-3.4	3.1	101.0	-5.9	-2.5	96.0
CCOc1ccccc1NC(=O)CSc1nnc(C2CC2)n1CC	-1.1	-3.0	14.3	-11.3	-1.1	101.0	2.6	35.9	102.0
CC(C)Cc1nnc(NC(=O)CCC(=O)N2CCN(Cc3ccccc3)CC2)s1	1.3	3.0	4.2	-2.3	1.3	111.0	-12.8	3.9	102.0
COc1ccc(NS(=O)(=O)c2cc(NC(=O)C3CC3)ccc2N2CCCCC2)cc1	-1.9	2.0	0.1	-9.2	-0.8	101.0	-6.7	0.3	103.0
Cc1csc(NC(=O)CSc2nnc(-c3cccnc3)o2)n1	-0.6	4.0	3.4	-3.7	0.4	105.0	1.4	14.7	99.0
O=C(Cn1ncc2c1-c1ccccc1OC2)Nc1nc2ccccc2s1	3.2	16.0	12.0	2.9	3.0	106.0	1.3	10.8	110.0
c1ccc(N2CCN(c3nc4cc5c(cc4s3)OCCO5)CC2)cc1	0.3	2.0	41.8	-7.8	0.0	93.0	-16.2	10.7	102.0
COC(=O)c1[nH]c(=O)c2ccccc2c1OCc1ccccc1	-1.1	1.0	-19.1	-3.0	-1.2	100.0	0.1	-16.0	99.0
CCC(=O)Nc1ccc(-c2ccc(N3CCN(C)CC3)nn2)cc1	-0.4	11.0	5.6	/	0.0	105.0	-9.9	18.5	103.0
Cn1nc(C(=O)N2CCOCC2)c([N+](=O)[O-])c1C(=O)N1CCOCC1	0.7	13.0	10.3	-5.6	0.2	108.0	3.0	1.8	104.0
O=C(Nc1ncc([N+](=O)[O-])s1)c1ccccc1Br	12.1	10.0	7.7	-1.2	14.8	109.0	-5.1	-0.8	107.0
CCOC(=O)C1CCN(S(=O)(=O)c2ccc3c(c2)NC(=O)C(C)C(=O)N3)CC1 (configuration not stated)	1.1	1.0	-10.4	/	1.0	106.0	-11.4	7.0	102.0
N/C(=N\OC(=O)CCN1C(=O)c2ccccc2C1=O)c1ccccn1	0.7	-6.0	-20.9	-6.3	0.7	93.0	8.7	-13.8	86.0
O=C(COC(=O)CCC1CCCC1)Nc1ccc(Cl)cn1	-2.1	-3.0	/	-4.0	-1.1	95.0	-11.1	-3.9	98.0
COc1ccc(-c2nn(-c3ccccc3)cc2/C=N/NC(=O)c2cccc(S(=O)(=O)Nc3ccccc3Cl)c2)cc1	-1.4	-1.0	-7.3	0.1	0.2	96.0	-4.4	-1.8	98.0
COC(=O)c1ccc(NC(=S)NC2CCCCC2)cc1	11.3	-8.0	14.3	-8.4	10.8	96.0	4.6	10.5	87.0
COCc1cc(C)nc2sc(C(=O)Nc3cccc(OC)c3)c(N)c12	-0.8	-2.0	13.9	0.0	0.1	101.0	16.0	44.8	102.0
O=C(NCCN1CCOCC1)/C(=C\c1ccccc1F)NC(=O)c1ccccc1	0.6	1.0	11.6	2.8	0.5	101.0	0.2	22.3	101.0

Shown as a hit in MEKK3 PB1 HTS, among the entries above:
smiles	MEKK2 mut-MEK5	NALP1 yeast inh	GalR3 antagonist	MEKK2wt PB1 HTS	GPR7 antagonist	PHOSPHO1 block	MEKK3 PB1 HTS
CC1C(=O)C(C)C(c2cccs2)NC1c1cccs1 (configuration not stated)	8.0	19.9	-2.6	124.0	6.2	-3.3	127.0*

Hits appear at their usual frequency. About 5.4% of those tested had a hit in this group.
